E-sel TNF inh = blocks E-selectin expression induced by TNF alpha; inhibition, % at 2 µM; actives 0.71% (n = 120,000); HUVEC TNFa-induced E-selectin immunofluorescence, high content;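 active = inhibition above the batch mean plus 3 SD, and confirmed as a hit on visual image review, cut at about 43% in these data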;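 also: 0% = TNF-stimulated DMSO wells and 100% = unstimulated control wells; not every result past the cut was called active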
Active calls of the source: *. Some of the compounds tested; the hit share may differ from the screen's.

The first 6 compounds, to show the layout:
Screening O=C(NNC(=O)C1CCC(C(=O)NNC(=O)c2cccs2)CC1)c1cccs1 (configuration not stated) returned E-sel TNF inh 12.
For COC1OC(CO)C(O)C(O)C1O (configuration not stated) the results were E-sel TNF inh 14.
For C/C(=N/NC(=O)C(=O)N/N=C(/C)c1ccccc1)c1ccccc1 the results were E-sel TNF inh 4.
For CN(C)S(=O)(=O)c1cccc(NC(=O)/C=C/c2ccccc2[N+](=O)[O-])c1 the results were E-sel TNF inh -16.
Screening CC(C)CN(C(=O)COC(=O)c1ccc(-c2ccccc2)cc1)C1CCS(=O)(=O)C1 (configuration not stated) returned E-sel TNF inh -22.
O=[N+]([O-])c1ccc2nc(CCCO)[nH]c2c1 was read as E-sel TNF inh 2.

Results (from the top)
Screening O=C(NNC(=O)C1CCC(C(=O)NNC(=O)c2cccs2)CC1)c1cccs1 (configuration not stated) returned E-sel TNF inh 12.
For COC1OC(CO)C(O)C(O)C1O (configuration not stated) the results were E-sel TNF inh 14.
For C/C(=N/NC(=O)C(=O)N/N=C(/C)c1ccccc1)c1ccccc1 the results were E-sel TNF inh 4.
For CN(C)S(=O)(=O)c1cccc(NC(=O)/C=C/c2ccccc2[N+](=O)[O-])c1 the results were E-sel TNF inh -16.
Screening CC(C)CN(C(=O)COC(=O)c1ccc(-c2ccccc2)cc1)C1CCS(=O)(=O)C1 (configuration not stated) returned E-sel TNF inh -22.
O=[N+]([O-])c1ccc2nc(CCCO)[nH]c2c1 was read as E-sel TNF inh 2.
O=C(Cn1cc(S(=O)(=O)N2CCN(c3ccccc3F)CC2)c2ccccc2c1=O)NCCCN1CCCCCC1 was read as E-sel TNF inh -8.
Screening CCn1c(=NC(=O)c2ccc(S(=O)(=O)N(C)C)cc2)sc2cccc(OC)c21 returned E-sel TNF inh -12.
Screening O=C(Cc1cccc2ccccc12)N1CCN(c2ncccn2)CC1 returned E-sel TNF inh -17.
For O=S(=O)(Nc1ncccn1)c1ccc(NS(=O)(=O)c2cc(Cl)ccc2Cl)cc1 the results were E-sel TNF inh -30.
CCc1ccccc1NC(=O)CC1SCCNC1=O (configuration not stated) was read as E-sel TNF inh -2.
Screening Nc1nc(-c2ccc3c(c2)CCO3)cs1 returned E-sel TNF inh -13.
`CCOc1ccc(N2C(=O)CN(CC(=O)OC)C2=S)cc1` gave E-sel TNF inh -3.
O=C(Nc1c2n(c(=S)n(-c3ccccc3)c1=O)CCCCC2)c1ccccc1 was read as E-sel TNF inh 0.
Screening O=C(NN1C(=O)C2C3C=CC(C4CC34)C2C1=O)c1ccc(Br)cc1 (configuration not stated) returned E-sel TNF inh -33.
For N#C/C(=C(/O)COc1ccccc1)c1nnc2n1CCCCC2 the results were E-sel TNF inh -11.
Screening CCOC(=O)CN1N=C(/C=C/c2ccc(C(C)C)cc2)CCC1=O returned E-sel TNF inh 1.
Cc1cnc(SCc2cnc(C)nc2N)nc1 was read as E-sel TNF inh -6.
Screening Cc1cc(NC(=O)CSc2nnnn2-c2ccccc2)no1 returned E-sel TNF inh -4.
Screening COc1ccc(C/C(C)=N/NC(=O)c2ccc(Cl)cc2)cc1 returned E-sel TNF inh -19.
For CCOC(=O)N1CCN(C(=S)NC(=O)c2nn(C)cc2Br)CC1 the results were E-sel TNF inh -13.
For S=C1NCCOCCOCCOCCNC(=S)N2CCOCCOCCN1CCOCCOCC2 the results were E-sel TNF inh -15.
COc1ccc(/C=N\NC(=O)c2cccc(Br)c2)c(OC)c1 was read as E-sel TNF inh 8.
`CC(C)CC1CCCCC1OC(=O)C[N+]1(C)CCCCC1` (configuration not stated) gave E-sel TNF inh -43.
`O=c1cc(CSc2n[nH]c(-c3ccncc3)n2)nc2sccn12` gave E-sel TNF inh -34.
Screening Cc1[nH]c2ccccc2c1-c1ccc(Cl)nn1 returned E-sel TNF inh -5.
Screening CC1CCCC(C)N1C(=O)COc1ccccc1F (configuration not stated) returned E-sel TNF inh -14.
For CCC(=O)c1ccc(N2CCN(S(=O)(=O)c3ccccc3)CC2)c(F)c1 the results were E-sel TNF inh 10.
Screening NC(=O)NC(=O)COC(=O)/C=C/c1cccc(Br)c1 returned E-sel TNF inh 2.
CCN(C(=O)COC(=O)c1cc([N+](=O)[O-])ccc1N1CCCCC1)C1CCS(=O)(=O)C1 (configuration not stated) was read as E-sel TNF inh -47.
For O=C(c1ccc2ccccc2c1)C1CCCN(C(=O)c2noc3c2CCCC3)C1 (configuration not stated) the results were E-sel TNF inh 13.
For C#CCSc1ncc(-c2ccccc2)cn1 the results were E-sel TNF inh 3.
COc1ccc(OC)c(/C=N/NC(=O)CNC(=O)c2ccc(S(=O)(=O)N3CCCC3)cc2)c1 was read as E-sel TNF inh 7.
For Cc1[nH][nH]c(=O)c1C(c1ccc(-c2ccc(Cl)c(C(=O)O)c2)o1)c1c(C)[nH][nH]c1=O the results were E-sel TNF inh 15.
Screening O=C(NCCc1csc(-c2ccccc2)n1)c1c(F)cccc1Cl returned E-sel TNF inh -17.
For Cc1ccc2nc(SCC(=O)N/N=C/c3ccco3)cc(C)c2c1 the results were E-sel TNF inh -2.
Screening O=C(CCCSc1nc2ccccc2c(=O)[nH]1)c1ccccc1 returned E-sel TNF inh -44.
Screening COc1ccccc1C(=O)N=Nc1c(O)[nH]c2ccc([N+](=O)[O-])cc12 returned E-sel TNF inh -22.
For CCOC(=O)C1CCCN(CCC(=O)Nc2cccc(C)c2)C1 (configuration not stated) the results were E-sel TNF inh -27.
CC(C)(C)n1nc2c(c1NC(=O)Cc1cccc3ccccc13)CS(=O)(=O)C2 was read as E-sel TNF inh 4.
`COc1cccc(O)c1CN1CCCC(C(=O)c2cccc(C(F)(F)F)c2)C1` (configuration not stated) gave E-sel TNF inh 5.
Screening CC(C)(C)S(=O)(=O)/C(C#N)=N/Nc1ccc(Cl)cc1 returned E-sel TNF inh -47.
`O=C1NC(=S)N/C1=C/c1cccc([N+](=O)[O-])c1` gave E-sel TNF inh 29.
For Cc1cc(Cl)ccc1OCC(=O)n1cc(C(=O)c2cc(Cl)ccc2O)cn1 the results were E-sel TNF inh -3.
Cc1nnc(Nc2ccc(O)cc2)[nH]c1=O was read as E-sel TNF inh -16.
`CCOc1ccc(CCNC(=O)COC(=O)c2ccc(OC)c(OC)c2OC)cc1OCC` gave E-sel TNF inh 21.
Screening CCOc1cc(CNCc2ccccn2)cc(Cl)c1OC returned E-sel TNF inh -5.
COc1ccc(OC)c(Cc2nnc(CCC(=O)N3CCCCCC3)o2)c1 was read as E-sel TNF inh 1.

Retrieved by structure from the entries so far, two records:
Screening Cc1cc(NC(=O)CSc2nnnn2-c2ccccc2)no1 returned E-sel TNF inh -4.
Screening COc1ccc(C/C(C)=N/NC(=O)c2ccc(Cl)cc2)cc1 returned E-sel TNF inh -19.

The list goes on.
`Cc1ccc(NC(=O)C2(N3CCC3=O)CCCCC2)cc1` gave E-sel TNF inh -11.
Screening CCCNC(=O)CN1C(=O)NC(Cc2c[nH]c3ccccc23)C1=O (configuration not stated) returned E-sel TNF inh -38.
Cc1ccc2nc(Cl)c(CNCc3ccccc3)cc2c1 was read as E-sel TNF inh 10.
`CCOc1ccc(CCN2CN(CC)CNC2=S)cc1OCC` gave E-sel TNF inh -6.
Screening Fc1ccccc1COc1ccc(Br)cc1CNCc1cccnc1 returned E-sel TNF inh -14.
CC(C)CNC(CC(=O)O)c1ccccc1 (configuration not stated) was read as E-sel TNF inh -2.
C/C(=N\NC(=O)Cc1c[nH]c2ccccc12)c1ccc2ccccc2c1 was read as E-sel TNF inh -19.
For C/C(=N/OC(=O)C1CC1c1ccccc1)c1ccccc1 (configuration not stated) the results were E-sel TNF inh -5.
For O=C1N=C(N2CCN(c3ccccc3)CC2)S/C1=C\c1ccco1 the results were E-sel TNF inh -3.
Screening O=C(Nc1ccc(Cl)c(Cl)c1)N1N=CCC1c1ccccc1 (configuration not stated) returned E-sel TNF inh -11.
For O=C(Nc1nc(-c2cccnc2)cs1)c1ccccc1[N+](=O)[O-] the results were E-sel TNF inh -12.
For CCN(CC(=O)NCc1cccs1)C(=O)c1cccc(S(=O)(=O)N2CCc3ccccc32)c1 the results were E-sel TNF inh 16.
Screening Cc1cccc(C)c1NC(=O)N1C2CCC1CC(O)(c1cccnc1)C2 (configuration not stated) returned E-sel TNF inh 6.
Screening Cc1cc(C(=O)OCC(=O)Nc2cc(S(=O)(=O)N(C)C)ccc2C)c2ccccc2n1 returned E-sel TNF inh 1.
For Cc1cc(C)n2nc(C(=O)N(C)C(c3ccccc3)c3ccccc3)nc2n1 the results were E-sel TNF inh 45*.
For C=CCc1cccc2cc(C(=O)Nc3ccccc3C(=O)O)c(=O)oc12 the results were E-sel TNF inh -7.
Screening COCCOC(=O)C1=C(C)N=C2SCCC(=O)N2C1c1cccs1 (configuration not stated) returned E-sel TNF inh 2.
For O=C(Nc1ccc2c(c1)OCCO2)N1CCOCC1 the results were E-sel TNF inh 2.
For O=C(Nc1ccc2oc(-c3cccnc3)nc2c1)c1ccc([N+](=O)[O-])o1 the results were E-sel TNF inh 97*.
Screening C#CC[N+]1(CC#Cc2cccc(C)c2)CCCCC1 returned E-sel TNF inh -4.
NC(=O)COC(=O)c1ccccc1OCc1ccccc1Cl was read as E-sel TNF inh -18.
For CCOC(=O)C1CCCN(CCC(=O)Nc2ccc(C)c(C)c2)C1 (configuration not stated) the results were E-sel TNF inh -23.
O=C(CSc1nc(O)c(C(c2ccccc2)c2ccccc2)c(=O)[nH]1)N1CCOCC1 was read as E-sel TNF inh -11.
Screening Cc1cccc(NC(=S)Nn2cnnc2)c1C returned E-sel TNF inh -28.
CCOc1cc(/C=C(\C#N)C(=O)Nc2ccccc2[N+](=O)[O-])ccc1OCc1cccc2ccccc12 was read as E-sel TNF inh 4.
For CC1CCCCC1N=C1NC(C)(C)CS1 (configuration not stated) the results were E-sel TNF inh -10.
O=C(NCc1ccccc1Cl)C(=O)NCC1OCCN1S(=O)(=O)c1cccs1 (configuration not stated) was read as E-sel TNF inh 18.
`O=C(COC(=O)c1ccco1)Nc1ccccc1[N+](=O)[O-]` gave E-sel TNF inh -17.
Screening CC1CCCN(c2ccc(C(=O)NCc3ccccc3)cn2)C1 (configuration not stated) returned E-sel TNF inh 7.
Screening O=C(CCSc1ccccc1)OCn1nnc2ccccc2c1=O returned E-sel TNF inh -47.
`COc1ccc(N(CC(=O)N/N=C/c2cc(Br)c(C)o2)S(=O)(=O)c2ccc(NC(C)=O)cc2)cc1` gave E-sel TNF inh 1.
Screening N#C/C(=C\c1ccccc1OCc1ccc(C(=O)O)cc1)C(=O)Nc1ccc(O)cc1 returned E-sel TNF inh -6.
`Cc1ccc(-n2ncc(C(=O)Nc3ccc(Cl)cc3)c2C2CCNCC2)cc1C` gave E-sel TNF inh 10.
`O=C(O)/C=C\C(=O)Nc1ccc(N2CCN(c3ccc(F)cc3)CC2)cc1` gave E-sel TNF inh 9.
O=C(CSc1nc(O)cc(=O)n1-c1ccccc1)Nc1ccccn1 was read as E-sel TNF inh 18.
Screening Nc1nnc(Cc2ccccc2F)s1 returned E-sel TNF inh 9.

Sorted by formula weight (ascending): some entries from above.
Screening CC1CCCN(c2ccc(C(=O)NCc3ccccc3)cn2)C1 (configuration not stated) returned E-sel TNF inh 7.
O=C(CSc1nc(O)cc(=O)n1-c1ccccc1)Nc1ccccn1 was read as E-sel TNF inh 18.
`Cc1ccc(-n2ncc(C(=O)Nc3ccc(Cl)cc3)c2C2CCNCC2)cc1C` gave E-sel TNF inh 10.

Next part
Cc1ccccc1COC(=O)c1nn(-c2ccccc2)nc1N was read as E-sel TNF inh -30.
Cc1c(NC(=O)CSc2ncnc3ccccc23)c(=O)n(-c2ccccc2)n1C was read as E-sel TNF inh 5.
`Cc1ccc(-c2nn(-c3ccccc3)cc2C(=O)O)o1` gave E-sel TNF inh -9.
`C1CC2CN(c3nc4nonc4nc3N3CCSCC3)CCN2C1` (configuration not stated) gave E-sel TNF inh 11.
For COC(CNC(=O)C(C)n1nc(C)c2ccccc21)OC (configuration not stated) the results were E-sel TNF inh 11.
COc1ccc(CCN2C(=O)CCC2(C)C(=O)NC2CCCC2)cc1OC (configuration not stated) was read as E-sel TNF inh -4.
`CN1CCO/C1=C(\C(Cl)=C(Cl)Cl)[N+](=O)[O-]` gave E-sel TNF inh -12.
For CCN(CC)CCC#CC(O)(c1ccccc1)C1CCCCC1 (configuration not stated) the results were E-sel TNF inh 1.
Screening O=C(Cc1ccc(-n2c(=O)c3sccc3n(CC(=O)Nc3ccccc3F)c2=O)cc1)NCc1ccco1 returned E-sel TNF inh -8.
Screening CC(C)C(=O)NC(NC1CCS(=O)(=O)C1)C(Cl)(Cl)Cl (configuration not stated) returned E-sel TNF inh -12.
Screening O=C(COc1ccccc1F)NCC(c1ccco1)N1CCCC1 (configuration not stated) returned E-sel TNF inh -30.
For CCOC(=O)c1sc2nc(COC(=O)c3c(F)cccc3F)[nH]c(=O)c2c1C the results were E-sel TNF inh 13.
`C=CCn1nc(-c2ccccc2)c(N2CCCCC2)cc1=O` gave E-sel TNF inh 1.
For Cc1ccc(-c2nnc(N3CCC(C)CC3)c3ccccc23)cc1 the results were E-sel TNF inh -9.
For Cc1oc(-c2cc(F)ccc2F)nc1CN(C)Cc1ccc2nccnc2c1 the results were E-sel TNF inh -3.
Screening Cc1nn(Cc2ccc(C(=O)Nc3ccccc3F)cc2)c(C)c1Cl returned E-sel TNF inh -7.

Compound activity as filed in PubChem BioAssay.
